Sm TGR inh: inhibitors of Schistosoma mansoni thioredoxin glutathione reductase; purified TGR, DTNB reduction, TNB absorbance 405 nm; Potency, µM (titrated, usually from 114 µM), inactives show at the top dose activity change, negative = inhibition, usual class: inhibitors; actives 3% (n = 360,000); AID 485364; note: potency is the fitted concentration of half-maximal effect; % is set by controls: 0 for no effect and ±100 for the full control effect; nearly all actives have a fitted effect of over 60% in size
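Kinetic colorimetric format: TGR-catalysed, NADPH-driven DTNB reduction monitored via TNB absorbance. Enzyme dispensed at 20 nM; compound exposure 15 min at room temperature before reaction start.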
Pf growth 48h: inhibits P. falciparum growth in the first generation, 48 h; Potency, µM (titrated, usually from 28.7 µM), for inactives: at the highest dose activity change, negative = inhibition, most hits filed as inhibitors; actives 5.9% (n = 310,000); P. falciparum luciferase growth in erythrocytes, 48 h; AID 504832; note: potency is the fitted concentration of half-maximal effect; % is set by controls: 0 for no effect and ±100 for the full control effect
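Erythrocytes infected with P. falciparum carrying an integrated firefly luciferase reporter (2% hematocrit, 0.1% parasitemia final) were exposed to compounds in RPMI 1640 with 0.5% Albumax at 37 C, 5% CO2. Growth inhibition was scored as reduced luminescence.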
Pf growth 96h: P. falciparum growth inhibition at 96 hours; P. falciparum luciferase reporter growth, 96 h; AID 504834; actives 6.9% (n = 320,000); Potency, µM (doses to about 28.7 µM), for inactives: at the highest dose activity change, negative = inhibition, actives largely listed as inhibitors; note: potency is the fitted concentration of half-maximal effect; % is set by controls: 0 for no effect and ±100 for the full control effect
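Two-generation exposure (96 h) targets delayed-death phenotype. Reporter parasites carrying integrated firefly luciferase, in red cells at 2% hematocrit and 0.05% parasitemia final, kept at 37 C, 5% CO2; luminescence loss indicates inhibition.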
Shiga toxin inh: blocks Shiga toxin action in Vero cells | Vero cells, Shiga toxin protein synthesis inhibition reporter | inhibition, % at 38.7 µM | actives 9.2% (n = 290,000); in the data active = inhibition mostly above about 28%, no sharp cut-off; inactive = mostly below about 43%; note: 0% is about no effect
FBPA Giardia inh: blocks Giardia fructose-bisphosphate aldolase activity. AID 2451. actives 0.71% (n = 290,000). Potency, µM (titrated, usually from 59.6 µM), inactives show at the highest dose activity, negative = inhibition, actives largely listed as inhibitors. purified Giardia FBPA. A8B2U2; note: potency is the fitted concentration of half-maximal effect; % is set by controls: 0 for no effect and ±100 for the full control effect; nearly all actives have a fitted effect of over 55% in size
Target sequence (A8B2U2 whole entry, looked up): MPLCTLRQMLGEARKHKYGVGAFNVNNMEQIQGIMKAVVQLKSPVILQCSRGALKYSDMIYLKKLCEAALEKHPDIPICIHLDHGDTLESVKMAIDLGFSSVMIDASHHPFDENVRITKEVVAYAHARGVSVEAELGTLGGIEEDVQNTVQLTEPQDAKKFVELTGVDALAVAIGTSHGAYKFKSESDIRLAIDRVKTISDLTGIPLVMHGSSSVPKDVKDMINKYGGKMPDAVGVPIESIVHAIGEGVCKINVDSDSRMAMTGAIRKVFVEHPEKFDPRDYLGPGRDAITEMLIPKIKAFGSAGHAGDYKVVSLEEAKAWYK
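Giardia FBPA (40 nM reagent) was preincubated 10 min at RT with compound (up to 57.5 uM final), then substrate plus GAPDH/TPI/NAD/arsenate coupling system with diaphorase/resazurin was added; resorufin fluorescence (525/598 nm) was read after 20 min.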
Cycloheximide cs: affects cycloheximide protein synthesis inhibition readout, counter-screen; cell reporter, cycloheximide protein synthesis inhibition counterscreen; max response, %; actives 12% (n = 300,000); in the data active = max response mostly above about 13%, no sharp cut-off; inactive = mostly below about 14%; note: read at 38.3 µM for the half of the compounds with a filed dose; 0% is about no effect
An asterisk follows results filed as active; i = inactive; ? = inconclusive; / = no result given; & = joins results of further samples; [ ] = another dose, or the depositor's remark. Unless noted, calls come from the whole dose curve; as a rule, active = well fitted curve in the direction sought with a large enough effect; inconclusive = small, poorly fitted or top-dose-only effect, or another doubt; inactive = no such curve, though single readings can be large; an effect the other way counts as inactive or inconclusive.

Codes: A = Sm TGR inh; B = Pf growth 48h; C = Pf growth 96h; D = Shiga toxin inh; E = FBPA Giardia inh; F = Cycloheximide cs
structure: COc1cccc(C(=O)NC(c2ccccc2)C2CCCC2)c1 (configuration not stated)
  A = / | B = ? | C = ? | D = -7 | E = 1% | F = -4
structure: COc1ccccc1CNC(=O)C1CCC(CNS(=O)(=O)c2ccc(C)cc2)CC1 (configuration not stated)
  A = 5% | B = ? | C = 7.4µM* | D = -13 | E = 8% | F = 3
structure: Cc1ccc(-c2csc(NC(=O)/C=C/c3ccco3)c2C(=O)O)cc1
  A = / | B = 68%[activator] | C = 0% | D = 86* | E = ? | F = 36*
structure: COc1cc2oc(=O)cc(-c3ccc(-c4sccc4C=O)cc3)c2c(OC)c1OC
  A = / | B = / | C = / | D = i | E = 1% | F = 10
structure: CN(C)C(=O)Oc1cccc(NC(=O)N2CCOCC2)c1
  A = -5% | B = 6% | C = 81%[activator] | D = -2 | E = 1% | F = -1
structure: COc1ccc(NC(=O)C(C)N2C(=O)c3ccccc3C2=O)cc1S(=O)(=O)N1CCOCC1 (configuration not stated)
  A = 7% | B = ? | C = -16% | D = -4 | E = 8% | F = 2
structure: CSCC[C@H](NC(=O)[C@H](Cc1ccccc1)n1c(=O)[nH]c2ccccc2c1=O)C(=O)N1CCC[C@H]1C(=O)O
  A = -26% | B = 17% | C = -5% | D = -11 | E = 11% | F = -4
structure: OCCCc1nc2n(n1)C(c1cccs1)C=C(c1ccc(Br)cc1)N2 (configuration not stated)
  A = 25µM* | B = ? | C = ? | D = 18 | E = -11% | F = 0
structure: CCOc1ccccc1C1C(C(N)=O)=C(C)Nc2nc(CCCO)nn21 (configuration not stated)
  A = 1% | B = / | C = -2% | D = 26 | E = 7% | F = -1
structure: CN=C1SC(CC(=O)NCCc2ccc(OC)c(OC)c2)C(=O)N1C (configuration not stated)
  A = -11% | B = 9% | C = 34%[activator] | D = 31 | E = 3% | F = -7
structure: O=C1NC(=S)N/C1=C\c1cccnc1
  A = 3% | B = 55%[activator] | C = -6% | D = 7 | E = -1% | F = 7
structure: Cc1c(C(C)NC(=O)c2cc(COc3cccc4cnccc34)on2)cnn1C (configuration not stated)
  A = 4% | B = 2% | C = 8.3µM* | D = 13 | E = / | F = 14
structure: NS(=O)(=O)c1ccc(CCNC(=O)c2cccc(S(=O)(=O)N3CCCC3)c2)cc1
  A = 0% | B = -19% | C = ? | D = / | E = / | F = /
structure: CCN1C(=O)C2C(c3ccccc3F)NC(Cc3ccc(O)cc3)(C(=O)OC)C2C1=O (configuration not stated)
  A = 4% | B = 39%[activator] | C = ? | D = -7 | E = 1% | F = -1
structure: COc1cc(C(C)=O)ccc1OC(=O)c1cc2cccc(OC)c2oc1=O
  A = -32% | B = 1% | C = ? | D = -8 | E = -5% | F = -2
structure: O=C(O)c1cccc(-c2ccc(/C=N/n3cnnc3)o2)c1
  A = -4% | B = 12% | C = 95%[activator] | D = -1 | E = -13% | F = 2
structure: O=C(COC(=O)CCC(=O)c1ccc(F)cc1)Nc1cccc(S(=O)(=O)N2CCCC2)c1
  A = -27% | B = 1% | C = -8% | D = -3 | E = -3% | F = -2
structure: CN1C(C(=O)N2CCC3(CC2)OCCO3)=CC(c2ccc(F)cc2)=NS1(=O)=O
  A = -1% | B = 2% | C = 36%[activator] | D = 13 | E = 2% | F = -5
structure: C=CCN(CC=C)C(=O)C1CCN(S(=O)(=O)c2ccc(-n3cnnn3)cc2)CC1
  A = -4% | B = 2% | C = 1% | D = 5 | E = / | F = -5
structure: COc1ccc(C2CC(c3cccs3)=NN2C(=O)CSc2nc(=O)n3ccccc3n2)cc1 (configuration not stated)
  A = -1% | B = 13µM* | C = 8.3µM* | D = / | E = / | F = /
structure: CCOc1ccc(NC(=O)CCN2CCN(c3ccccc3)CC2)cc1
  A = 5% | B = -20% | C = ? | D = 3 | E = 2% | F = -2
structure: COCCCNC(=O)c1c(-c2ccccc2)noc1C
  A = 0% | B = 66%[activator] | C = 16% | D = -10 | E = 9% | F = 0
structure: CCN1CCN(C(=O)C(=O)c2c(C)[nH]c3ccccc23)CC1
  A = -2% | B = ? | C = 33%[activator] | D = -20 | E = 3% | F = -2
structure: CCC(=O)Nc1ccc2ccccc2c1
  A = -6% | B = 46% | C = 86%[activator] | D = 27 | E = 0% | F = 21
structure: CCCCC(=O)N/C(N)=N/c1nc2ccccc2o1
  A = 15% | B = 210%[activator] | C = 332%[activator] | D = 36* | E = 3% | F = 43*
structure: Nn1cnnc1SCC(=O)Nc1ccc2c(c1)OCO2
  A = 9% | B = 4% | C = 22% | D = -10 | E = -1% | F = 1
structure: Cc1ccc(NC(=O)COC(=O)c2ccc3c(c2)OCO3)c(C)c1
  A = 3% | B = 42%[activator] | C = 56%[activator] | D = -8 | E = 8% | F = 1
structure: C/C(=N\N=c1/sc2ccccc2n1C)c1ccc(N2CCOCC2)cc1
  A = 5% | B = 31%[activator] | C = 43%[activator] | D = 81 | E = -3% | F = 22*
structure: Cn1c(=O)cc(SCC(=O)NCC2CCCO2)c2ccccc21 (configuration not stated)
  A = 1% | B = 23% | C = ? | D = 6 | E = -1% | F = -1
structure: O=C(NCc1ccc2c(c1)OCO2)C1CC(=O)N(CCc2ccccc2)C1 (configuration not stated)
  A = 7% | B = / | C = -1% | D = 18 | E = 6% | F = -3
structure: O=C(NCc1cccs1)c1cc(S(=O)(=O)N2CCOCC2)ccc1N1CCCC1
  A = -8% | B = ? | C = -28% | D = / | E = / | F = /
structure: Cc1ccc([C@@H]2[C@@H]3C(=O)N(c4ccccc4)C(=O)[C@@H]3[C@]3(Cc4ccccc4)C(=O)N(CC4CC4)CC(=O)N23)o1
  A = -23% | B = 5% | C = 51%[activator] | D = -9 | E = -4% | F = -1
structure: COCCOc1cc(N2C(=O)CSCC2=O)c(Cl)cc1Cl
  A = 9% | B = 15% | C = ? | D = -25 | E = 3% | F = -3
structure: COc1ccc(CNC(=O)C(c2ccco2)N(C(=O)c2ccccn2)c2ccccc2)cc1 (configuration not stated)
  A = -16% | B = 102%[activator] | C = ? | D = 84* | E = 2% | F = 38*
structure: CN(CC(=O)Nc1ccc(Cl)c(C(F)(F)F)c1)Cc1cc(=O)n2ccsc2n1
  A = -3% | B = -26% | C = -21% | D = -13 | E = -8% | F = -2
structure: COc1ccc(-c2cc(C(=O)NC(Cc3cc4ccccc4[nH]3)C(=O)O)c(C)o2)cc1OC (configuration not stated)
  A = ? | B = 50%[activator] | C = -3% | D = 49* | E = 5% | F = 33*
structure: Cc1c(C(=O)NCC(C)(C)N2CCOCC2)oc2ccccc12
  A = 3% | B = ? | C = -17% | D = / | E = / | F = /
structure: CC(C)Cn1c(SC(C)C(=O)Nc2ccc3c(c2)OCCO3)nc2ccccc2c1=O (configuration not stated)
  A = -1% | B = ? | C = / | D = 4 | E = -6% | F = 1
structure: O=c1c2cn(Cc3ccc(F)cc3)c3ccccc3c-2nn1Cc1ccc(F)cc1
  A = -6% | B = 6% | C = ? | D = 2 | E = -1% | F = -2
structure: Cc1ccc(/C=N/NC(=O)CNC(=O)Cc2ccccc2)o1
  A = -8% | B = -3% | C = -11% | D = -11 | E = 1% | F = -7
structure: Oc1[nH]c2ccccc2c1N=Nc1c(F)c(F)c(C(F)(F)F)c(F)c1F
  A = 1% | B = / | C = 17% | D = -2 | E = 3% | F = -2
structure: Cn1cnc(C(F)(F)F)c1-c1ccc([N+](=O)[O-])cc1
  A = -2% | B = ? | C = ? | D = -12 | E = 0% | F = -3
structure: O=C(CNC(=O)c1cccc(OC(F)F)c1)Nc1ccc(Cl)cc1
  A = -3% | B = 14% | C = 6% | D = 8 | E = 4% | F = 3
structure: CCOC(=O)c1c2c(c(=S)n(-c3ccccc3)c1N)CCC2
  A = ? | B = ? | C = ? | D = 16 | E = ? | F = 4
structure: CCCCn1c(N)c(N(CCOC)C(=O)COC(=O)COc2c(C)cc(C)cc2C)c(=O)[nH]c1=O
  A = 1% | B = -15% | C = -1% | D = / | E = / | F = /
structure: Cc1ccc(-c2ccc(/C=N/n3cnnc3)o2)cc1
  A = 4% | B = 11% | C = 44%[activator] | D = 19 | E = -1% | F = 12
structure: CCn1c2ccccc2c2cc(NC(=O)N3CCOCC3)ccc21
  A = -32% | B = 21% | C = -15% | D = 85* | E = -17% | F = 32*
structure: O=C(NC1CCCCC1)c1ccc(N2CCCC2=O)cc1
  A = 6% | B = 92%[activator] | C = ? | D = 43 | E = -6% | F = 16
structure: CS/C(=C\[N+](=O)[O-])Nc1ccccc1
  A = 0.25µM* | B = 4% | C = 2% | D = 20 | E = 0% | F = -3
structure: COc1ccccc1CNC(=O)CCc1nnc2ccc(NCCCN3CCCC3=O)nn12
  A = 10% | B = -2% | C = 12% | D = -7 | E = 8% | F = -4

Single records, as listed above.
O=C(NC1CCCCC1)c1ccc(N2CCCC2=O)cc1 across the screens: Sm TGR inh = 6%; Pf growth 48h = 92%[activator]; Pf growth 96h = ?; Shiga toxin inh = 43; FBPA Giardia inh = -6%; Cycloheximide cs = 16
Cc1ccc(-c2ccc(/C=N/n3cnnc3)o2)cc1 across the screens: Sm TGR inh = 4%; Pf growth 48h = 11%; Pf growth 96h = 44%[activator]; Shiga toxin inh = 19; FBPA Giardia inh = -1%; Cycloheximide cs = 12

Remaining list, next part:
Codes: A = Sm TGR inh; B = Pf growth 48h; C = Pf growth 96h; D = Shiga toxin inh; E = FBPA Giardia inh; F = Cycloheximide cs
structure: O=C(Nc1ccc(F)cc1F)c1cc(Cl)sc1Cl
  A = 3% | B = / | C = 11% | D = 86 | E = 1% | F = 30*
structure: CC(C(=O)NCCc1nc2ccccc2[nH]1)n1cc([N+](=O)[O-])cn1 (configuration not stated)
  A = 6% | B = 39%[activator] | C = ? | D = 9 | E = -1% | F = -2
structure: O=C(O)[C@H]1C[C@@H]1[C@H](NP(=O)(c1ccccc1)c1ccccc1)c1ccccc1
  A = 4% | B = 3% | C = ? | D = -15 | E = -8%&5% | F = -2
structure: CCOC(=O)c1ccc(NC(=O)c2cc(C)nc3ccccc23)cc1
  A = -1% | B = 17% | C = ? | D = / | E = -1% | F = 0
structure: CN(Cc1ccccc1)C(=O)c1ccc(NC(=O)Cc2cccc(NC(=O)C3CCCN(C(=O)C4CCCC4)C3)c2)cc1 (configuration not stated)
  A = -8% | B = 12µM* | C = -26% | D = / | E = / | F = /
structure: O=C(NCCN1CCOCC1)c1sc2ccccc2c1Cl
  A = 4% | B = 35%[activator] | C = ? | D = 66 | E = 1% | F = 23*
structure: Cc1ccnc(NS(=O)(=O)c2ccc(NC(=O)/C=C/c3cccs3)cc2)n1
  A = 3% | B = 28% | C = 38%[activator] | D = 24 | E = 10% | F = -2
structure: Cn1c(=O)cc(OCCCC(=O)N2CCCCC2)c2ccccc21
  A = -28% | B = ? | C = 308%[activator] | D = -2 | E = -9% | F = -4
structure: COc1ccc(S(=O)(=O)N2CCOC2CNC(=O)C(=O)NCCc2ccccc2)cc1 (configuration not stated)
  A = -15% | B = ? | C = ? | D = 2 | E = 3% | F = 13
structure: CC(C)NC(=O)CN1C(=O)NC(CCc2ccccc2)C1=O (configuration not stated)
  A = 9% | B = 3% | C = ? | D = -12 | E = 0% | F = -9
structure: O=[N+]([O-])c1cncc([N+](=O)[O-])c1Nc1cccc(O)c1
  A = -15% | B = ? | C = ? | D = 14 | E = 13% | F = -1
structure: CCOC(=O)C1C(=O)OC(C)(C)C1C(C)C(=O)c1ccc(C)cc1C (configuration not stated)
  A = -18% | B = -13% | C = -1% | D = 4 | E = 6% | F = 10
structure: CCCCNC(=O)c1ccc(NC(=O)C2CCCO2)cc1 (configuration not stated)
  A = 1% | B = 57%[activator] | C = 17% | D = 10 | E = -5% | F = 11*
structure: COc1cccc2c1nc(C)c1cc(C)oc12
  A = 4% | B = 67%[activator] | C = -12% | D = 40 | E = 3% | F = 36*

Screening data from PubChem BioAssay.
